Screening data as filed in PubChem.
USP2a inhib: inhibitors of human ubiquitin-specific protease USP2a | O75604 | 60,000 tested, 0.1% active | USP2a enzymatic assay, qHTS inhibition | Potency, µM (doses to about 38.3 µM), without a hit: at the top dose activity change, negative = inhibition, hits mostly inhibitors | AID 927;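 also: potency is read from the fitted curve at half-maximal effect; nearly all actives have a fitted effect of over 60% in size; plate controls were DMSO for no effect and NEM full inhibition control for full effect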
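Coupled readout: USP2-cleaved Ub-PLA2 (20nM final) turns over NBD C6-HPC (20uM final), Ex 460nm/Em 535nm after 2.5 h, time-zero read flagging artifacts. Enzyme (20nM final, pH 8.0 Tris) given 30 min RT with compound first; NEM defines full inhibition.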
Fluorescein fluor: fluorescein region autofluorescence | 59,000 tested, 0.91% active | Compound autofluorescence, 480/540 nm, fluorescein-equivalent; stronger effect = higher value | max fluorescein-equivalent concentration, M | AID 593; in the data active = max fluorescein-equivalent concentration above about 10 nM; inconclusive = between about 1.1 nM and that limit
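Tris 100 mM pH 8.0; 15 min RT; CCD read, ex 480/em 540 nm. Output: fluorescein-equivalent concentration per compound concentration, from six-point dye series on each plate.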
Ub-GFP proteasome: proteasome inhibitors stabilizing ubiquitin-GFP reporter; Ubiquitin-GFP reporter cells, proteasome inhibition, GFP fluorescence; response scale: untreated = 0%, 10 µM MG-132 = 100%; Potency, µM (highest dose often 45.9 µM), without a hit: at the highest dose activation (GFP accumulation), hits mostly activators; 67,000 tested, under 10 active; active = well fitted activation curve with a large enough effect, not every such curve was filed as active; inconclusive = small, poorly fitted or top-dose-only effect, or another doubt; inactive = no such curve, though single readings can be large or run the other way; also: potency is read from the fitted curve at half-maximal effect
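Proteasome blockade was scored as a rise in GFP-expressing U2OS cells carrying a ubiquitin(G76V)-GFP construct, imaged after 4 hr compound treatment at 37 °C across a 46 uM–2.9 nM series.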
Casp1 inh: allosteric or competitive inhibitors of human caspase-1 | P29466 | Caspase-1 enzyme, Ac-WEHD-AFC fluorogenic rate | Potency, µM (titrated, usually from 57.5 µM), inactives show at the top dose activity change, negative = inhibition, usual class: inhibitors | 75,000 tested, 0.03% active | AID 900;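 also: potency is read from the fitted curve at half-maximal effect; plate controls were vehicle for no effect and no substrate for full effect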
Target sequence (P29466 120-297 limits assumed): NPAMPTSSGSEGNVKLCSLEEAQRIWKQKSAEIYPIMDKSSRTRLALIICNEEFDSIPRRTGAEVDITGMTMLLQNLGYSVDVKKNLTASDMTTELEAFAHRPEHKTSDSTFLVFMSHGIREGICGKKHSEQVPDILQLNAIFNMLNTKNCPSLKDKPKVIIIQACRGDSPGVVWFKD
Target sequence (P29466 317-404 limits assumed): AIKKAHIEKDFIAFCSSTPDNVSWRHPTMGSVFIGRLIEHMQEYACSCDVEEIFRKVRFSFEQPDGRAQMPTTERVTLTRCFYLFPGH
Casp7 inh: blocks human caspase-7 allosterically or competitively. P55210. recombinant caspase-7, Ac-DEVD-AFC fluorescence rate. Potency, µM (highest dose often 57.5 µM), for inactives: at the top dose activity change, negative = inhibition, actives largely listed as inhibitors. 75,000 tested, 0.02% active; active = well fitted inhibition curve with a large enough effect in the main read-out, with a control signal flat, not every such curve was filed as active; inconclusive = small, poorly fitted or top-dose-only effect, or a change in a side signal; also: potency is read from the fitted curve at half-maximal effect; % of control where 0% means no effect
Target sequence (P55210 24-198 limits assumed): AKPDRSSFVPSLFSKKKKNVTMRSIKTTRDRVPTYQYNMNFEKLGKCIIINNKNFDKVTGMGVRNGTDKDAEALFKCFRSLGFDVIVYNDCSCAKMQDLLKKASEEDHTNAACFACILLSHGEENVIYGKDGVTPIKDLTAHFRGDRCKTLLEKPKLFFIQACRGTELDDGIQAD
Target sequence (P55210 207-303 limits assumed): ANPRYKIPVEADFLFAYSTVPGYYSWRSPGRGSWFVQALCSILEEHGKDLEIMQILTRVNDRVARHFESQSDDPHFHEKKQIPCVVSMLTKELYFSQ
HEK293 cAMP cs: parental HEK293 cAMP activation (counter-screen); Potency, µM (top dose mostly 57.1 µM), for inactives: at the highest dose activation, usual class: activators; 73,000 tested, 2.5% active; parental HEK293 CNG cAMP sensor, membrane potential fluorescence; also: potency is read from the fitted curve at half-maximal effect; % of control where 0% means no effect; nearly all actives have a fitted effect of over 55% in size
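Parental HEK 293 cells stably expressing a cAMP-gated CNG channel were loaded with membrane potential dye containing 100 uM RO 20-1724 for 60 min. Compound added for 30 min; depolarization read as fluorescence intensity at 590 nm.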
A350 autofl: A350 region autofluorescence; max dye-equivalent concentration, M; 59,000 tested, 11% active; Compound autofluorescence, 340/450 nm, Alexa 350 dye-equivalents; stronger effect = higher value; in the data active = max dye-equivalent concentration above about 10 nM; inconclusive = mostly about 1.1 nM to 9.6 nM
BRCT PPI red: disrupts BRCA1 BRCT binding to phosphoprotein, red fluorophore readout | BRCT-phosphopeptide binding, red fluorescence polarization | 75,000 tested, 0.03% active | Potency, µM (doses to about 76.9 µM), inactives show at the top dose activity change, negative = inhibition, hits mostly inhibitors | AID 892 | P38398; also: % is scaled to controls: 0 for no effect and ±100 for the full control effect
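Fluorescence polarization: 100 nM His-tagged BRCA1 BRCT with 100 nM TAMRA-labelled phospho-BACH1 decapeptide, phosphate buffer pH 7.3 with 150 mM NaCl, DTT, 0.01% Tween 20; 12 min RT. Binding inhibition seen as FP decrease.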
4-MU autofl: 4-MU region autofluorescence. compound autofluorescence, 340/450 nm, 4-MU equivalents; stronger effect = higher value. max dye-equivalent concentration, M. 59,000 tested, 11% active. AID 589; in the data active = max dye-equivalent concentration above about 10 nM; inconclusive = mostly about 1.1 nM to 9.6 nM
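Intrinsic fluorescence at 340/450 nm (ex/em) was read after 15 min at room temperature in pH 8.0, 100 mM Tris. Each compound concentration expressed as 4-MU-equivalent concentration from a six-point 4-MU standard series on each plate.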
BRCT inh green: BRCA1 BRCT-phosphoprotein interaction inhibition | AID 875 | P38398 | BRCA1 BRCT-phosphopeptide binding, green fluorescence polarization | Potency, µM (top dose mostly 76.9 µM), without a hit: at the highest dose activity change, negative = inhibition, hits mostly inhibitors | 75,000 tested, 0.05% active;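 also: potency is read from the fitted curve at half-maximal effect; plate controls were peptide without protein for full effect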
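Compounds were incubated for 12 min at room temperature with a complex of 100 nM fluorescein-tagged pBACH1 decapeptide and 250 nM His-tagged BRCT protein. Buffer was phosphate pH 7.3 with EDTA, DTT and Tween 20. Disruption of binding lowers the polarization signal.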
Epigenetic mod: derepresses silenced GFP locus in mouse C127i cells; Potency, µM (series often up to 46.1 µM), for inactives: top-dose GFP derepression (activation); 68,000 tested, 0.09% active; mouse C127i GFP locus derepression, cytometry, 30 h; also: % of control where 0% means no effect
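Read-out is the number of GFP-positive cells, scored as fluorescent objects 20 to 120 um wide, reflecting derepression of a silenced CMV-GFP reporter in murine C127i cells after 30 h compound exposure at 37 C.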
Numbers without * were called inactive; i = inactive; ? = inconclusive; . = not tested or not shown; [ ] = remark or other dose. Unless noted, calls follow the shape of the dose curve; as a rule, active = well fitted curve in the direction sought with a large enough effect; inconclusive = small, poorly fitted or top-dose-only effect, or another doubt; inactive = no such curve, though single readings can be large; an effect the other way counts as inactive or inconclusive. This is a subset; count on the stated rates, not on these rows.

SMILES	USP2a inhib	Fluorescein fluor	Ub-GFP proteasome	Casp1 inh	Casp7 inh	HEK293 cAMP cs	A350 autofl	BRCT PPI red	4-MU autofl	BRCT inh green	Epigenetic mod
CCCOc1ccc(C2C(C(=O)c3ccc(C)o3)=C(O)C(=O)N2Cc2cccnc2)cc1 (stereo not drawn)	21%	i	0%	2%	-1%	20%	i	1.6%	i	0.1%	2%
Cn1nc(CC(=O)Nc2ncc(Br)s2)c2ccccc2c1=O	5%	i	-1%	0%	0%	18%	i	0.0%	i	3.3%	-2%
O=C(O)CCc1nc2ccccc2n(CCc2ccccc2)c1=O	6%	?	-5%	-3%	4%	-5%	2e-07M*	-2.5%	1.5e-07M*	-3.2%	3%
COc1cccc(C(c2sc3nc(C)nn3c2O)N2CCc3ccccc3C2)c1 (stereo not drawn)	.	.	0%	-2%	1%	13%	.	-1.5%	.	1.3%	.
c1ccc(-c2oc3ncnc(NCCN4CCOCC4)c3c2-c2ccccc2)cc1	46%[activator]	i	11%	-3%	-4%	18%	i	1.8%	i	3.0%	-3%
CCc1nc(N2CCCCC2)c2oc3ccccc3c2n1	?	i	2%	-5%	-1%	25µM*	i	-0.6%	i	1.0%	0%
CCSc1nnc(NC(=O)c2cc(C)oc2C)s1	7%	i	10%	-1%	1%	1%	i	0.8%	i	-1.7%	-5%
Cn1c(=O)c2c(nc(SC3C(=O)CC(C)(C)CC3=O)n2C)n(C)c1=O	-10%	i	-1%	-2%	1%	5%	i	-0.4%	i	-0.8%	-2%
O=C1C=C[C@@H](O)[C@H]2[C@@H]3C(=O)N(Cc4ccc5c(c4)OCO5)C(=O)[C@@H]3CC[C@H]12	.	.	.	1%[11.5 µM]	0%[11.5 µM]	-5%[11.4 µM]	.	1.7%[15.4 µM]	.	-1.0%[15.4 µM]	.
COc1ccccc1CC(=N)N1C[C@@H]2C(=O)CCC(c3ccccc3)(c3ccccc3)[C@@H]2C1	.	.	0%	-1%	-5%	?	.	-0.3%	.	1.5%	0%
COc1ccc(S(=O)(=O)Cc2ccc(C(=O)NCc3cccnc3)o2)cc1	.	.	3%	-1%	-1%	11%	.	-0.9%	.	-0.8%	.
COc1ccc(-c2ccc(=O)n(Cc3cc(=O)n4ccccc4n3)n2)cc1	14%	i	-9%	-1%	-1%	5%	1.1e-08M*	-0.7%	?	-1.8%	5%
CCCCCc1nnc(NC(=O)C2CCCO2)s1 (stereo not drawn)	-1%	i	2%	0%	0%	6%	?	-0.8%	i	1.7%	5%
CC(=O)OC[C@@H]1O[C@@H](O/N=C2/C[C@@H](O)[C@@H](O)[C@@H]3[C@@H]4C(=O)N([C@@H](C)c5ccccc5)C(=O)[C@H]4CC[C@@H]23)[C@H](OC(C)=O)[C@H](OC(C)=O)[C@@H]1OC(C)=O	.	.	.	1%[11.5 µM]	1%[11.5 µM]	-4%[11.4 µM]	.	1.3%[15.4 µM]	.	-0.3%[15.4 µM]	.
COc1cccc(CN2CCN(C(=O)c3cccs3)CC2)c1OC	5%	.	-7%	0%	-1%	11%	.	1.1%	.	-1.8%	-6%
C=C(C)Cn1c(N2CCN(CC)CC2)nc2c1c(=O)[nH]c(=O)n2C	.	.	13%	3%	-1%	1%	.	-0.1%	.	-1.8%	0%
O=C1OC(N2CCN(c3ccccn3)CC2)c2ccccc21 (stereo not drawn)	-3%	i	6%	-3%	-1%	5%	i	0.2%	i	-1.8%	0%
O=C(CN1CCN(c2ccccc2)CC1)Nc1cccc(C(F)(F)F)c1	3%	i	-10%	3%	-4%	19%	i	-2.6%	i	-1.1%	-1%
CCC1CCCN1Cn1cnc2c([nH]c3ccc(OC)cc32)c1=O (stereo not drawn)	8%	i	-1%	0%	-1%	0%	2.5e-07M*	0.2%	2.5e-07M*	-1.9%	-2%
CC12CC3OS(=O)OC3CC3C4C(C(OCc5ccccc5)C31)C42 (stereo not drawn)	.	.	.	1%[11.5 µM]	-5%[11.5 µM]	9%[11.4 µM]	.	0.3%[15.4 µM]	.	-3.5%[15.4 µM]	.
CCCCc1ccc(NC(=O)C2CCCO2)cc1 (stereo not drawn)	7%[7.66 µM]	.	-6%[9.17 µM]	0%	2%	4%[11.4 µM]	.	-0.3%	.	0.9%	0%
C#CCCCCCCCCCCCCCCCC(=O)O	.	.	-4%	-2%	-3%	8%	.	0.6%	.	0.4%	2%
Cc1cc(C(=O)CN2C(=O)NC(Cc3c[nH]c4ccccc34)C2=O)c(C)n1C (stereo not drawn)	18%	i	-12%	2%	-1%	-7%	i	-1.8%	i	-0.5%	2%
Cc1ccc(S(=O)(=O)NC2=NCN(CCc3ccccc3)CN2)cc1	0%	?	-2%	-1%	-1%	2%	i	-0.7%	i	-5.1%	0%
Cc1cccc(-c2c3c(=O)n(C)c(=O)n(C)c3cn2C(C)(C)C)c1	6%	?	.	-2%	0%	-2%	?	-1.8%	i	-2.5%	7%
CCOc1cc(C)c(Cl)cc1S(=O)(=O)N(CC)CC	9%	i	-1%	-1%	-1%	3%	i	2.1%	i	-3.3%	8%
COC(=O)NCC(C)OC(=O)Nc1cccc(Cl)c1 (stereo not drawn)	-2%	i	3%	-1%	1%	14%	i	-2.5%	i	5.2%	0%
COCCn1c(SCC(=O)c2ccc3c(c2)OCCO3)nnc1-c1ccoc1C	16%	i	-3%	-4%	-5%	13%	i	1.9%	i	-1.8%	-1%
O=C(c1ccccc1-c1nc(-c2ccccc2)no1)N1CCCC1	6%	i	-5%	0%	1%	7%	i	0.8%	i	-1.6%	2%
CN1CCN(C(=O)C2CCCCC2C(=O)O)CC1 (stereo not drawn)	.	.	16%	-1%	-1%	11%	.	-0.3%	.	0.5%	0%
COC(=O)c1ccc(NS(=O)(=O)N(C)C)cc1	-6%	i	4%	1%	-1%	11%	i	-2.4%	i	1.6%	0%
CCOc1ccc(N2CC(C(=O)NCc3ccc(F)cc3)CC2=O)cc1 (stereo not drawn)	11%	i	6%	-1%	1%	5%	i	0.7%	i	0.1%	0%
O=P1(O)C=C(c2ccccc2)OC(c2ccccc2)=C1	-9%	?	-7%	-3%	1%	12%	i	3.0%	i	-1.4%	1%
Cc1c(NC(=O)c2cnn3c(C(F)(F)F)cc(-c4ccco4)nc23)c(=O)n(-c2ccccc2)n1C	-1%	.	-15%	-2%	-4%	7%	.	0.1%	.	0.7%	0%
COc1ccc(CCNC(=O)Cn2c(=O)cnc3ccccc32)cc1	-5%	i	?	3%	1%	3%	2.3e-08M*	-0.6%	2.1e-08M*	-0.3%	1%
COc1ccc(-n2c(=O)c(-c3ccc(F)cc3)nc3cnc(OC)nc32)cc1	20%	i	8%	1%	-2%	6%	i	-0.5%	i	-2.2%	-3%[9.22 µM]
Cc1cc(C)cc(C(=O)/C=C2\NC(=O)CS2)c1	-2%	?	3%	-1%	-3%	-9%	?	1.1%	?	5.2%	1%
Cc1nc(N2CCCCC2)c2sc(=S)n(C)c2n1	.	.	0%	0%	-2%	-21%	.	-1.1%	.	-2.5%	-7%
O=C(Cc1ccccc1)Nc1cccc(N2CCCC2)c1	20%	i	6%	-1%	-1%	5%	i	0.3%	i	0.3%	2%
CCOc1ccc(C(=O)Nc2c3c(nn2-c2ccc(C)cc2)CS(=O)C3)cc1OCC (stereo not drawn)	.	.	3%	2%	1%	10%	.	-0.4%	.	-4.7%	-3%
CCOC(=O)C1=C(NC#N)OC(C)=C(C)C1c1ccc(O)cc1 (stereo not drawn)	-14%	?	-1%	-4%	-4%	8%	3.4e-08M*	1.1%	2.7e-08M*	-2.4%	0%
Cc1c(C(=O)N2CCCCC2)sc(NC(=O)C2CC2)c1C#N	4%	i	7%	1%	1%	-5%	i	0.8%	i	0.5%	-3%
O=C(c1cc2c(s1)-c1ccccc1OC2)N1CCN(c2ccccn2)CC1	.	.	-3%	-11%	-15%	?	.	0.0%	.	-1.8%	-2%
CCCOC(=O)CSc1nnc(-c2ccccc2Cl)o1	-1%	i	-1%	-2%	1%	16%	i	-3.6%	i	-1.6%	0%
Cc1nonc1OCCNC(=O)C12CC3CC(CC(C3)C1)C2	8%	?	11%	-2%	-4%	4%	4.9e-06M*	-2.1%	3.2e-06M*	0.4%	-2%
Cc1nc2c(O)cccc2c(=O)[nH]1	.	.	-8%	-3%	1%	-2%	.	0.6%	.	0.0%	-1%

Sorted by number of heavy atoms (ascending): part of the list above.
SMILES	USP2a inhib	Fluorescein fluor	Ub-GFP proteasome	Casp1 inh	Casp7 inh	HEK293 cAMP cs	A350 autofl	BRCT PPI red	4-MU autofl	BRCT inh green	Epigenetic mod
CCCOC(=O)CSc1nnc(-c2ccccc2Cl)o1	-1%	i	-1%	-2%	1%	16%	i	-3.6%	i	-1.6%	0%
Cc1nonc1OCCNC(=O)C12CC3CC(CC(C3)C1)C2	8%	?	11%	-2%	-4%	4%	4.9e-06M*	-2.1%	3.2e-06M*	0.4%	-2%
CCOC(=O)C1=C(NC#N)OC(C)=C(C)C1c1ccc(O)cc1 (stereo not drawn)	-14%	?	-1%	-4%	-4%	8%	3.4e-08M*	1.1%	2.7e-08M*	-2.4%	0%
